CRFBP-R2 agonist: agonists of CRF-BP/CRF-R2 complex, primary screen, cell-based, HEK293, calcium dye fluorescence, uHTS. CRF-binding protein / CRF receptor 2 complex (human). calcium dye fluorescence (FLIPR); percent of saturating CRF peptide response. activation, % at 13.2 µM. 0.46% of 350,000 active;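 active = activation of at least 50%, plus an integration ratio under a set limit after plate pattern correction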;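 also: plate controls were neutral control wells without compound for no effect and CRF at EC100 for full effect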
CRFR2-BP antag: antagonists of CRF-BP/CRF-R2 complex, primary screen, cell-based, HEK293, calcium dye fluorescence, uHTS; CRF-induced calcium fluorescence; inhibition, % at 11.8 µM; 0.59% of 350,000 active; AID 588475, 2011;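 active = inhibition of the ligand-induced calcium signal above about 50% at the single tested concentration, limit read from the data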
M5 ag: human M5 muscarinic receptor agonists, primary screen, CHO-K1 cells, Fluo-8 calcium fluorescence | activation, % at 3 µM | Muscarinic acetylcholine receptor M5 (Homo sapiens), P08912 | 0.19% of 360,000 active | CHO-K1 hM5 cells; 0% DMSO wells, 100% maximal acetylcholine response;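 active = activation above the run's mean over test compounds plus 3 SD, cut at about 23% in these data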;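 also: signal is peak over basal fluorescence ratio across the kinetic read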
M4 PAM: human M4 muscarinic receptor positive allosteric modulators, primary screen, CHO-K1 cells, Fluo-8 calcium fluorescence; Muscarinic acetylcholine receptor M4 (Homo sapiens), P08173; CHO-K1 hM4/Gqi5, ACh EC20; 0% = ACh EC20, 100% = maximal ACh; activation, % at 3 µM; 0.4% of 360,000 active; AID 624126, 2012;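 active = activation above its plate's cutoff, the mean activation of sample wells plus 3 SD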; also: some results filed as inactive read as strong as hits
Target sequence (P08173 whole entry, looked up): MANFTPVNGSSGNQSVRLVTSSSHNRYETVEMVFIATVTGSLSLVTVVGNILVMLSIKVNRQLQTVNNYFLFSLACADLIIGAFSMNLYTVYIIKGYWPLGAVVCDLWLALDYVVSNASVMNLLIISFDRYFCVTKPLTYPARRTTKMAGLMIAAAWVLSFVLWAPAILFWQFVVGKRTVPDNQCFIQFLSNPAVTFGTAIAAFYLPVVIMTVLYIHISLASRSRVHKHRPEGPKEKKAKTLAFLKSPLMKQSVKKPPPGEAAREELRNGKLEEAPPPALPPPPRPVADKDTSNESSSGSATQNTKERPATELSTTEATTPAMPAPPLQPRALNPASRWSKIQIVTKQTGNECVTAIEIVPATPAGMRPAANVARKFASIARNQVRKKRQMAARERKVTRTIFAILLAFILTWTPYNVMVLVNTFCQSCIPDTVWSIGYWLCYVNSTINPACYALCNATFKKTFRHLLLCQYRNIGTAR
M4 antag: human M4 muscarinic receptor antagonists, primary screen, CHO cells, Fluo-8 calcium fluorescence | Muscarinic acetylcholine receptor M4 (Homo sapiens), P08173 | CHO-hM4 cells, ACh EC80 | inhibition, % at 3 µM | 0.73% of 360,000 active | AID 624125, 2012;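 active = inhibition above its plate's cutoff, the mean inhibition of sample wells plus 3 SD, cut at about 27% in these data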;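 also: 0% = acetylcholine EC80 with DMSO and 100% = DMSO without agonist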
M4 ag: human M4 muscarinic receptor agonists, primary screen, CHO-K1 cells, Fluo-8 calcium fluorescence; Muscarinic acetylcholine receptor M4 (Homo sapiens), P08173; CHO-K1 hM4/Gqi5; vehicle 0%, full acetylcholine response 100%; activation, % at 3 µM; 0.14% of 360,000 active; AID 624127, 2012;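 active = activation above the run mean over all test wells plus 3 SD, cut at about 32% in these data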;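 also: peak over basal fluorescence ratio per well then scaled between controls; 0% = DMSO wells and 100% = acetylcholine at EC100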
M5 antag: human M5 muscarinic receptor antagonists, primary screen, CHO cells, Fluo-8 calcium fluorescence; Muscarinic acetylcholine receptor M5 (Homo sapiens), P08912; inhibition, % at 3 µM; CHO-hM5 cells, ACh EC80; 0.59% of 360,000 active;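 active = inhibition above a per-plate cutoff, the mean of that plate's test compounds plus 3 SD, cut at about 27% in these data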;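 also: 0% = acetylcholine EC80 with DMSO and 100% = DMSO without agonist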
M5 PAM: human M5 muscarinic receptor positive allosteric modulators, primary screen, CHO-K1 cells, Fluo-8 calcium fluorescence. Muscarinic acetylcholine receptor M5 (Homo sapiens), P08912. 0.3% of 360,000 active. activation, % at 3 µM. CHO-K1 hM5, ACh EC20 PAM; 0% = ACh EC20, 100% = ACh EC100;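 active = activation above the run cutoff, the mean activation of all test compounds plus 3 SD, cut at about 18% in these data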
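System – CHO-K1 hM5 cells · Compound – 3 µM, single dose · Incubation – compound preincubation 140 s before EC20 acetylcholine addition · Technique – Fluo-8 calcium fluorescence · Measure – Max/basal fluorescence ratio as % of EC20–EC100 ACh window · Benchmarks – low control EC20 acetylcholine (0%), high control EC100 acetylcholine (100%) · Replication – singlicate, one well per test compound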
M1 PAM: human M1 muscarinic receptor positive allosteric modulators, primary screen, CHO-K1 cells, Fluo-8 calcium fluorescence, 1536-well. activation, % at 3 µM. Muscarinic acetylcholine receptor M1 (Homo sapiens), P11229. CHO-K1 hM1, ACh EC20; 0% = ACh EC20, 100% = maximal ACh. 0.088% of 360,000 active; in the data active = activation above about 19%, passing the limit was not always enough
Target sequence (P11229 whole entry, looked up): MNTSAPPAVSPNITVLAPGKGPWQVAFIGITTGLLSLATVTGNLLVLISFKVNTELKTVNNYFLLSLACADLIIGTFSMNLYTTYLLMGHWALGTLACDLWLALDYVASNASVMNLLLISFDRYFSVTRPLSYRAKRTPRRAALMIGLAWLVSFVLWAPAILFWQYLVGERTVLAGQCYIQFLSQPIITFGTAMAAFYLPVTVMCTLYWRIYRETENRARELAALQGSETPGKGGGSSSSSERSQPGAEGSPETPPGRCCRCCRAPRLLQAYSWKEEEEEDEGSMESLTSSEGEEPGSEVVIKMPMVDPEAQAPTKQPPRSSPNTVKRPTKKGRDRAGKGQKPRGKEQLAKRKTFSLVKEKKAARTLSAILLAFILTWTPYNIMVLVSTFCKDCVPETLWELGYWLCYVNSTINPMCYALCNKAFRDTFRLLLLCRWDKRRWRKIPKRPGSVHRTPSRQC
The depositor's hits bear a star; x = not tested or not shown.

SMILES	CRFBP-R2 agonist	CRFR2-BP antag	M5 ag	M4 PAM	M4 antag	M4 ag	M5 antag	M5 PAM	M1 PAM
O=C(COC(=O)c1cc2ccccc2cc1O)NC1CCCCC1	-0.8	87*	3	-4	2	1	4	-6	-4
O=C(O)CNS(=O)(=O)/C=C/c1ccccc1	0.5	-5	2	-4	-2	0	-1	-2	-4
Cn1c(=O)[nH]c(=O)c2c1nc1n2CC(O)CN1c1ccccc1 (stereo not drawn)	1.6	-4	-5	-3	-3	1	1	-2	1
CCOc1cc2[nH]c(=O)n(CC3CCC(C(=O)NCCCOC)CC3)c(=O)c2cc1OCC (stereo not drawn)	-1.6	2	1	8	-5	0	-8	4	4
COc1cc(NS(=O)(=O)c2ccc(N/C=C(\C#N)c3nc4ccccc4o3)cc2)nc(OC)n1	-2.7	1	-2	12	-1	1	0	-4	7
Cn1c(SCC(=O)Nc2nccs2)nnc1C12CC3CC(CC(C3)C1)C2	-0.4	10	-2	-4	12	0	-12	3	-3
COc1ccc(Cl)cc1NC(=O)COC(=O)C1=NNC(=O)CC1	-1.5	14	5	5	-4	2	-2	10	9
O=C(/C=C/c1ccncc1)c1ccc2c(c1)OCCO2	0.1	-19	-2	1	-3	2	2	3	0
S=C(Nc1ccc(Cl)cc1)NC1CC2CCCC(C1)N2C1CC1 (stereo not drawn)	26	-66	-1	2	-13	11	-6	-2	-1
Cc1nc(-c2ccccc2)cn2c1nc1ccccc12	-1.1	-5	-2	-2	0	x	4	1	1
COc1ccc(C2NC(=O)CCC2[N+](=O)[O-])cc1OC (stereo not drawn)	3.8	7	0	1	-12	1	-1	-4	4
O=C(O)c1cccc([N+](=O)[O-])c1C(=O)Nc1ccc2ccccc2c1	-0.5	12	1	0	4	0	1	0	21
Cc1cc(Br)c(NC(=O)C(C)Sc2nnnn2C)c(Br)c1 (stereo not drawn)	-2.0	16	-1	4	-5	1	6	2	-2
COc1cccc(C(=O)NC2(C(F)(F)F)N=C3SCCN3C2=O)c1 (stereo not drawn)	0.0	0	-4	6	-11	0	-12	6	3
CC1(C(=O)O)CCCN1C(=O)c1cccc2ccccc12 (stereo not drawn)	x	x	0	7	-6	0	1	3	15
Cc1cc2oc3c(c(=O)c2cc1C)C(c1cccc(Br)c1)N(Cc1ccco1)C3=O (stereo not drawn)	3.4	8	-1	2	7	0	-3	2	0
COC(=O)C1CCN(C(=O)COC(=O)C2CCN(S(=O)(=O)c3c(Cl)cccc3Cl)CC2)CC1	0.7	6	1	3	4	4	2	-7	-5
O=C(O)C1C2CCC(C2)C1C(=O)Nc1nc2ccccc2s1 (stereo not drawn)	1.2	22	-1	-3	-6	0	1	-4	-1
O=C(c1cnn2c(C(F)(F)F)cc(-c3ccc(Br)cc3)nc12)N1CCOCC1	-3.9	-15	-2	1	0	0	0	-2	4
CCC(=O)c1ccc(OCc2ccc(C(=O)OC)cc2)cc1	-0.4	6	-1	-2	-3	2	-7	-3	-3
CCC1CCc2sc(C(=O)N(C)CC(=O)Nc3ccc(OC)cc3)cc2C1 (stereo not drawn)	-1.7	-2	1	3	-6	0	2	0	5
CCCCC(=O)Nc1cc(-c2nc3ncccc3o2)ccc1C	-0.7	0	2	-1	-2	1	8	9	6
COc1ccccc1OCCn1c(C(C)O)nc2ccccc21 (stereo not drawn)	-0.7	34	3	-5	3	2	1	1	3
C=CCOc1cccn2c(N(C)C(=O)c3ccccc3F)c(CC)nc12	x	x	2	-2	4	0	1	2	6
Cc1nnsc1SCC(=O)O	-1.1	1	-6	3	6	0	5	1	7

Retrieved by compound from the entries so far:
SMILES	CRFBP-R2 agonist	CRFR2-BP antag	M5 ag	M4 PAM	M4 antag	M4 ag	M5 antag	M5 PAM	M1 PAM
S=C(Nc1ccc(Cl)cc1)NC1CC2CCCC(C1)N2C1CC1 (stereo not drawn)	26	-66	-1	2	-13	11	-6	-2	-1
O=C(COC(=O)c1cc2ccccc2cc1O)NC1CCCCC1	-0.8	87*	3	-4	2	1	4	-6	-4
Cc1nc(-c2ccccc2)cn2c1nc1ccccc12	-1.1	-5	-2	-2	0	x	4	1	1

New compounds follow:
SMILES	CRFBP-R2 agonist	CRFR2-BP antag	M5 ag	M4 PAM	M4 antag	M4 ag	M5 antag	M5 PAM	M1 PAM
O=C(COc1ccc([N+](=O)[O-])cc1)Nc1ccc2c(c1)nc1n2CCOC1	3.2	21	-4	-1	-15	1	-4	6	13
CC1CC(=O)N(CC(=O)Nc2cccc(F)c2)c2ccccc2S1(=O)=O (stereo not drawn)	0.1	0	-3	-5	-23	0	2	-1	9
CC(C)(C)[C@H]1COC(=O)[C@@H](Cc2ccc(F)cc2)CC/C=C/C[C@@H](CC(=O)N[C@@H](CO)Cc2ccccc2)C(=O)N1	-0.6	-6	3	7	-2	12	5	3	2
Cc1ccsc1/C=N/NC(=O)c1nnn(-c2nonc2N)c1CN(C)c1ccccc1	1.8	18	0	-7	-10	16	13	-5	-5
CC(C)[C@H]1CN=C2N(C[C@H](C)NC(=O)CCC3CCCCC3)[C@H](Cc3ccc(O)cc3)CN21	-0.7	32	-6	6	8	1	5	2	0
COc1cc(CNn2c(C)n[nH]c2=S)cc(Br)c1OCC(=O)NC(C)(C)C	-0.9	-6	14	-6	-11	10	-7	-7	3
CCOCCCNC(=O)c1cn2c3c(ccc(Cl)c3c1=O)OC(C)C2 (stereo not drawn)	0.1	-5	3	-9	-3	17	15	-10	2
COc1cc2c(cc1OC)-c1cc(N3CCCCCC3)nc(=O)n1CC2	0.1	-7	1	-2	11	2	-7	4	3
CC1CC(=O)N(CC(=O)Nc2cccc(Cl)c2)c2ccccc2S1(=O)=O (stereo not drawn)	0.5	-14	-2	0	-4	4	-2	3	4
COc1ccc(-n2nnnc2-c2cnc3cc4c(cc3c2C)OCO4)cc1	-3.0	15	-1	18	-16	1	-7	0	3
CC(C)CN(C(=O)CN1CCN(c2ccccc2F)CC1)c1c(N)n(CC(C)C)c(=O)[nH]c1=O	0.9	25	-2	0	8	0	-3	1	8
S=c1[nH]nc(C2CCCCC2)n1/N=C/c1ccccc1Br	-0.6	1	-9	-2	2	-1	4	-2	-2
Cc1cc(Cl)ccc1OCC(=O)OCC(=O)NC1CCCC1	-4.9	7	-2	2	2	1	3	-2	11
COc1ccc(OCCCC(=O)Nc2nc(C)c(C(C)=O)s2)cc1	-2.9	-9	0	2	-6	4	12	-5	-2
CS(=O)(=O)N1CCc2cc(C(=O)NC3CC3)ccc21	2.9	10	-4	1	2	0	8	-9	4
Cc1cc(=O)[nH]c(SCC(=O)N(CCC#N)c2ccccc2)c1C#N	0.0	5	2	-1	7	0	9	3	4
CCOc1ccc(S(=O)(=O)N2CCCC(C(=O)NCc3ccccn3)C2)cc1C (stereo not drawn)	0.0	6	-3	-8	-6	3	4	1	16
O=C(Nc1ccc(Br)cn1)c1coc(=O)c(Br)c1	1.8	6	0	3	-7	1	2	7	0
CCOc1ccc(C(=O)NCCc2cnc[nH]2)cc1OCC	-1.1	-3	-3	3	-2	0	1	0	2
O=c1c(-c2ccc(Cl)cc2)[n+]([O-])c2ccccc2n1OCc1nc2ccccc2[nH]1	-3.9	-24	2	1	-19	4	2	4	0
CN(C)C1(CN=Cc2cc(Cl)cc([N+](=O)[O-])c2O)CCCCC1	-1.4	6	0	1	5	2	5	2	10
Cc1cc(C)n(CC(=O)n2nc(C)cc2C)n1	0.2	-2	-1	7	-5	1	-7	0	7
O=C(NCCOc1ccc(Cl)cc1)C1CCCCC1	-0.3	-5	-2	9	-1	2	12	-1	8
Cc1c(Br)cc(C(=O)O)c(C)c1C	-1.7	-17	-2	1	-3	1	2	-7	-4
Nc1nonc1-n1nnc(C(=O)N/N=C\c2ccncc2)c1CN1CCCCC1	0.7	-7	-1	-2	2	1	9	-1	2

Record cards, as listed above. Order of values: CRFBP-R2 agonist	CRFR2-BP antag	M5 ag	M4 PAM	M4 antag	M4 ag	M5 antag	M5 PAM	M1 PAM
Profile of Cc1cc(C)n(CC(=O)n2nc(C)cc2C)n1 → 0.2	-2	-1	7	-5	1	-7	0	7
Profile of COc1ccc(OCCCC(=O)Nc2nc(C)c(C(C)=O)s2)cc1 → -2.9	-9	0	2	-6	4	12	-5	-2

(further entries)
SMILES	CRFBP-R2 agonist	CRFR2-BP antag	M5 ag	M4 PAM	M4 antag	M4 ag	M5 antag	M5 PAM	M1 PAM
CCN(CC(=O)Nc1c(F)cccc1F)C(=O)c1cc([N+](=O)[O-])ccc1N1CCOCC1	-0.1	-5	-3	-1	1	0	-2	9	8
COc1ccc(-c2nc(C)c(C(C)=O)n2O)cc1OC	-1.6	3	-3	0	-4	0	-5	13	-1
COCc1ccc(C(=O)Nc2cccc(S(=O)(=O)N(C)c3ccccc3)c2)cc1	0.2	-5	3	-4	-6	19	10	-17	-11
COc1ccc(C=C(C(C)=O)C(=O)c2ccccc2)cc1	x	x	-6	-3	13	1	8	-1	-7
O=C(Cc1coc2cc3c(cc12)CCC3)NC1CCCCCCC1	-0.1	-6	-5	-16	-5	-2	4	-10	-15
CC(C)(C)OC(=O)C[C@@H]1C/C=C\C[C@@H](CC(=O)N(CCO)Cc2ccccc2)C(=O)NCCOC1=O	-0.5	5	-2	4	11	0	1	-2	5
O=C(/C=C/c1ccc(Cl)cc1)Nc1ccc(S(=O)(=O)Nc2ncccn2)cc1	0.1	-25	-2	3	1	1	8	0	15
COc1ccc(C(C(=O)NC2CCCC2)N(C(=O)c2snc(-c3ccc(F)cc3)c2N)c2ccc(OC)cc2)cc1 (stereo not drawn)	0.6	9	-1	-5	-18	1	1	-8	5
Cc1ccccc1OCCC(=O)OCC(=O)Nc1ccc(C(N)=O)cc1	2.3	-2	4	-2	0	4	6	-4	0
Cc1ccc(NC(=O)CCC(=O)NNC(=S)Nc2ccccc2)c(C)c1	2.4	-10	-4	12	-16	1	8	4	1
Cc1ccc(S(=O)(=O)NCC(=O)N(CC(=O)NC2CCCC2)CC2CCCO2)cc1 (stereo not drawn)	-1.2	-2	-2	1	-4	0	24	-2	12
O=c1cc(O)nc(SCc2ccc(Cl)cc2)[nH]1	2.8	5	1	2	-9	1	-5	10	11
CC(C)(O)C#Cc1ccc(CN2CCC(n3nccc3NC(=O)C3CC3)CC2)cc1	-0.6	5	-6	-4	-13	4	-4	4	15
CCOC(=O)N1CCN(C(=O)COc2ccccc2OC)CC1	-0.7	-5	3	7	-5	2	8	-7	9
Clc1ccc(N=C2SCC3CCCCN23)cc1 (stereo not drawn)	-0.7	0	-5	-2	9	-1	6	0	-1
CCCCOc1ccc(S(=O)(=O)N2CCCCC2)cc1	-0.6	-7	-5	-3	-6	-1	9	-5	-2
O=C(COC(=O)CN1C(=O)C2CCCCC2C1=O)NCc1ccc(Cl)cc1Cl (stereo not drawn)	2.0	-11	-2	-3	1	1	-4	6	6
O=C(Nc1ccc2c(c1)OCO2)N1CCCc2ccccc21	-0.7	12	4	0	-2	0	1	2	5
Cc1cc(C)c(S(=O)(=O)N2CCCC2)c(C)c1	-1.4	-2	-7	0	5	-1	5	3	4
